# MazF activator: activators of E. coli MazEF toxin-antitoxin RNase | activation, % at 20 µM | FAM/BHQ RNA-DNA oligo cleavage fluorescence, 5 h | AID 504720 | hit rate 0.32% among 350,000; in the data active means activation above about 50%
# Target sequence (P0AE70 whole entry, looked up): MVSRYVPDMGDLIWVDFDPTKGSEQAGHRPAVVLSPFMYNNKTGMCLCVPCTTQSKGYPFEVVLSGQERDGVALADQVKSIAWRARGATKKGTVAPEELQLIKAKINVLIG
# 3CLpro inhibitor: SARS-CoV 3CLpro protease inhibition. P0C6X7. recombinant SARS-CoV 3CLpro, quenched FRET peptide cleavage. hit rate 0.14% among 290,000. inhibition, % at 6 µM. AID 1706; in the data active means inhibition above about 12%
# VHR inh abs: blocks human VHR1 dual specificity phosphatase. P51452. recombinant VHR phosphatase, pNPP absorbance. inhibition, % at 13.3 µM. hit rate 0.52% among 290,000. AID 1654; in the data active means inhibition above about 50%; further: some compounds called inactive have numbers as strong as hits
# Rv3671c protease: inhibitors of M. tuberculosis serine protease Rv3671c | inhibition, % at 5.96 µM | P9WHR9 | hit rate 0.048% among 320,000; in the data active means inhibition above about 38%;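 further: extracellular domain of Rv3671c used as enzyme; 0% = enzyme with DMSO and 100% = no enzyme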
# Target sequence (P9WHR9 whole entry, looked up, the tested form may be a part): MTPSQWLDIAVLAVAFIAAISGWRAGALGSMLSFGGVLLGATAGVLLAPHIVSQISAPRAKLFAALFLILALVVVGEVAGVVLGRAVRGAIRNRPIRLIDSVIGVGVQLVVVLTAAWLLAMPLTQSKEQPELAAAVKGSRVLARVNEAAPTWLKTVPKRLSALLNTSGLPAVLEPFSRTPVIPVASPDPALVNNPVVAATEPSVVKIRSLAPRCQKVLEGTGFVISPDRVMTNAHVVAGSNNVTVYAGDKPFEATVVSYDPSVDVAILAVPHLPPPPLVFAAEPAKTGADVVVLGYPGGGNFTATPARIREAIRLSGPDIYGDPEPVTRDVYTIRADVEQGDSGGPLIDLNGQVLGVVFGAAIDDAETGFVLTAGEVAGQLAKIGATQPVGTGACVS
# GDH-TPI counter: counter-screen for M. tuberculosis FBA inhibitors: GDH-TPI coupled enzymes; inhibition, % at 4.8 µM; GDH-TPI coupled enzyme counterscreen, NADH absorbance; hit rate 1.2% among 360,000; in the data active means inhibition above about 30%;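 further: 0% = DMSO wells and 100% = wells lacking the enzyme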
# BioA inh: blocks M. tuberculosis BioA enzyme activity; purified M. tuberculosis BioA enzyme, plate reader; inhibition, % at 9.99 µM; hit rate 0.096% among 360,000; AID 602481; in the data active means inhibition above about 40%
# FBA Mtb inh: inhibits M. tuberculosis FBA enzyme; hit rate 2.3% among 360,000; purified M. tuberculosis FBA, fluorescence read-out; inhibition, % at 1 µM; P9WQA3; in the data active means inhibition above about 27%;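 further: 0% = vehicle and 100% = reference inhibitor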
# Target sequence (P9WQA3 whole entry, looked up): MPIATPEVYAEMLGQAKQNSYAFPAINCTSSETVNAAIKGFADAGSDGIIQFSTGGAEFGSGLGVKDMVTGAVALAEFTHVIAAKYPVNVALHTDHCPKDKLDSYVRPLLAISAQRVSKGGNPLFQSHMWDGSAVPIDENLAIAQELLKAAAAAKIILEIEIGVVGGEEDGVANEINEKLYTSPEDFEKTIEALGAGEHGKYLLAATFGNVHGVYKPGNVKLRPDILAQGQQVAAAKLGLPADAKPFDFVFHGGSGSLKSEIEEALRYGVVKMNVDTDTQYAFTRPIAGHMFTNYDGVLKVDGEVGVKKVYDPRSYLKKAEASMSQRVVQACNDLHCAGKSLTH
# UGM FP inh: Mtb UDP-galactopyranose mutase inhibition. purified UGM, fluorescence polarization probe displacement. hit rate 0.06% among 320,000. inhibition, % at 10 µM; in the data active means inhibition above about 10%, passing the limit was not always enough
# PriA SSB inh: blocks PriA binding to SSB C-terminal tail; AlphaScreen SSBct-PriA binding, biotinylated peptide; inhibition, % at 33 µM; hit rate 0.6% among 430,000; in the data active means inhibition mostly above about 37%, no sharp cut-off; inactive means mostly below about 20%;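 further: plate controls were negative control peptide for no effect and reference peptide for full effect; strong numbers were not always called active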
# BH1578 lux ind: inducers of Vibrio cholerae quorum light production without autoinducers; activation, % at 18.7 µM; V. cholerae BH1578 lux reporter, luminescence, 6 h; hit rate 0.16% among 350,000; in the data active means activation mostly above about 9.7%, no sharp cut-off; further: not every result past the cut was called active; inactives centre near 0; reference of the scale not given here
# Active calls of the source: *; i = inactive; · = no result given.
SMILES,MazF activator,3CLpro inhibitor,VHR inh abs,Rv3671c protease,GDH-TPI counter,BioA inh,FBA Mtb inh,UGM FP inh,PriA SSB inh,BH1578 lux ind
Cc1cccc(-n2nnc3cnn(C)c3c2=O)c1,8,-12,1,-6,5,·,1,1.5,-1,-2.8
CCN1CCN(CCOc2cccc(Oc3ccccc3)c2)CC1,1,1,36,4,-3,·,1,-0.3,-12,i
O=C(Nc1ccc2c(c1)OCCO2)c1cccc(S(=O)(=O)N2CCOCC2)c1,2,1,22,-12,7,0.5,3,-1.2,-11,1.4
COc1ccc(Br)cc1CNc1ccc(N2CCOCC2)cc1,3,-9,·,-12,1,0.7,5,-0.2,5,-10
Cc1nc(C(=O)NC2CC2)sc1C1(C)CC(c2ccccc2)=NO1 (centres undefined),15,·,27,1,7,2.3,8,-0.8,14,i
COc1ccc(-n2c(C)cc(C(=O)COC(=O)Cc3n[nH]c(=O)c4ccccc34)c2C)cc1,13,2,-7,8,3,·,2,-0.5,4,0.0
FC(F)(F)c1ccccc1-c1nc(-c2ccncc2)no1,6,4,32,-4,-5,-0.4,0,2.8,-10,i
O=C(c1ccc(N2CCOCC2)nc1)N1CCOCC1,-1,1,-8,0,-2,-1.4,2,-0.3,-5,1.9
NC(=O)CN1CCCC1c1ccc2c(c1)OCCO2 (centres undefined),5,-2,-25,7,-7,0.4,0,-0.1,9,-0.1
O=C(COC(=O)c1ccc([N+](=O)[O-])o1)Nc1ncc(Cl)cc1Cl,5,·,·,-6,3,·,-2,1.6,-6,i
Cc1ccc(CS(=O)(=O)Cc2ccc(C(=O)NCCc3ccccc3)o2)cc1,5,1,-14,-5,0,·,-3,-0.4,-8,0.7
COc1c(O)cc2oc(-c3ccc(O)cc3)cc(=O)c2c1O,0,·,-4,-24,18,0.3,-1,-0.6,-9,-9.1
O=C(CSc1nn(-c2ccc(Cl)cc2)c(=S)s1)NCC1CCCO1 (centres undefined),-1,1,17,2,3,-2.1,6,0.7,-9,-0.3
O=C(c1ccc(Cl)s1)N1CCc2ccccc21,-7,-2,11,-1,5,0.1,-1,-1.1,-6,-1.2
CC(=O)N/C(=C\c1cccc([N+](=O)[O-])c1)C(=O)NC(C)C,7,4,7,-4,10,-0.4,0,-2.0,5,-0.4
Cc1ccc(NC(=O)c2c(C(F)(F)F)nn(C)c2SCc2ccc(Cl)cc2)cc1C,-17,5,21,-26,8,-0.5,-3,-0.6,-24,1.0
COc1ccc(NC(=O)C2CCN(S(C)(=O)=O)CC2)cc1OC,8,3,-10,-2,7,8.3,2,0.1,-6,i
O=C(c1cccc(F)c1)N1CCN(Cc2cccc(Br)c2)CC1,1,-7,-16,10,14,6.0,-1,-1.6,14,i
CNC(=O)c1cccn(Cc2ccc(C(F)(F)F)cc2)c1=O,0,1,29,-7,5,·,29*,1.2,-13,-0.5
CCc1cc(-c2n[nH]c(C)c2-c2ccccc2Cl)c(O)cc1OC,-7,3,-20,-2,5,-2.4,2,-2.4,0,0.0

# Pulled by structure from the list above, 2 records:
SMILES,MazF activator,3CLpro inhibitor,VHR inh abs,Rv3671c protease,GDH-TPI counter,BioA inh,FBA Mtb inh,UGM FP inh,PriA SSB inh,BH1578 lux ind
COc1c(O)cc2oc(-c3ccc(O)cc3)cc(=O)c2c1O,0,·,-4,-24,18,0.3,-1,-0.6,-9,-9.1
O=C(c1ccc(Cl)s1)N1CCc2ccccc21,-7,-2,11,-1,5,0.1,-1,-1.1,-6,-1.2

# Next section.
SMILES,MazF activator,3CLpro inhibitor,VHR inh abs,Rv3671c protease,GDH-TPI counter,BioA inh,FBA Mtb inh,UGM FP inh,PriA SSB inh,BH1578 lux ind
CC(O)(CS(=O)(=O)Cc1ccccc1)C(=O)Nc1cccc(C(F)(F)F)c1 (centres undefined),1,0,27,-6,-5,0.5,-2,-1.2,-9,-0.5
Cc1ccc2oc(-c3cccc(NC(=O)c4cc(-n5cnnc5)ccc4Cl)c3)nc2c1,14,1,9,-8,4,0.7,1,0.0,-16,-0.3
CCOc1nc(N=C(N)N)nc2c(C)cccc12,-42,-2,6,2,12,-4.2,25,-0.8,9,-0.5
CCOc1ccccc1OC(=O)c1ccco1,1,3,7,5,6,-3.0,-1,2.9,-6,-0.3
COc1ccc2c(c1)C1(C)CC(C)(C)N2C(=O)N1c1ccccc1 (centres undefined),8,-5,-4,4,0,-1.2,9,1.5,-6,i
COc1ccc(C2=NS(=O)(=O)N(C)C(C(=O)Nc3ccc4c(c3)OCO4)=C2)cc1OC,7,-6,17,5,12,1.4,-1,-0.5,3,-0.3
CCOC(=O)Cn1c(=O)c2c(nc3n2CCN3Cc2ccccc2)n(C)c1=O,-3,0,14,5,-9,0.9,0,-0.8,6,i
CC(C)Cn1c(O)c(/C=C2\C=NN=C2c2ccccc2)sc1=S,1,-2,2,-30,0,·,-4,·,·,-3.3
Cc1ccc(NC2CC(C)NC(=S)N2)cc1 (centres undefined),-3,-2,9,0,-6,1.7,-1,1.5,-3,0.6
O=C1CCCC2=C1C1(CCCC1)N=C(Nc1nc3ccccc3s1)N2,17,0,11,2,2,-1.6,-1,3.2,-43,i
CCn1c(SCC(=O)NC2CCCCC2)nc2ccccc2c1=O,4,0,24,-13,5,-2.0,11,0.6,2,-5.0
CCOc1ccc(OCC)c(NC(=O)CSc2nc3cccnc3n2C)c1,0,0,37,-1,12,3.9,-1,0.1,-2,-0.3
CSc1ccccc1OCc1cc(C(=O)N2CCCC2c2nonc2C)no1 (centres undefined),-3,4,10,-2,4,5.1,1,-0.4,-5,-0.3
Cc1cc(C(=O)O)ccc1-c1ccc(/C=N/n2cnnc2)o1,-3,0,-25,·,50*,1.7,6,1.6,·,-1.3
Cc1cc(NC(=O)CSc2nnc(CNc3ccc(F)cc3)n2C2CCCCC2)no1,-4,1,3,2,-5,0.6,3,·,-7,-0.3
Cc1ccccc1-c1nnc(SCC(=O)Nc2ccc3c(c2)OCCO3)n1N,4,3,1,7,13,1.5,-1,-1.7,0,-0.3
CCOC(=O)c1sc(NC(=S)NC(=O)c2ccccc2Cl)c(C(=O)OCC)c1C,7,-7,-12,4,14,-3.5,1,3.7,-1,-0.6
COc1ccc(OC)c(N(CC(=O)O)S(=O)(=O)c2ccc(OC)c(OC)c2)c1,-5,3,11,-8,10,-2.0,1,-0.7,-11,2.1
Cc1noc(NS(=O)(=O)c2ccc(NC(=O)c3ccoc3C)cc2)c1C,2,-1,-14,0,4,-1.3,-5,-1.2,-12,i
CCN(CC)CCn1c2ccccc2c2nc3ccc([N+](=O)[O-])cc3cc21,30,-1,21,1,8,-1.8,2,1.0,1,i
O=C(c1cc2ccccc2oc1=O)N1CCC2(CC1)OCCO2,4,-6,20,-4,12,·,-7,2.6,0,i
CC(=O)N1CCN(C(=O)COC(=O)CNC(=O)c2ccccc2C)CC1,5,·,·,2,5,·,2,-0.1,-7,i
COC(=O)[C@@]12CCCCN1[C@H](c1ccc(SC3CCCCC3)c(OC)c1)[C@@H]1C(=O)N(C)C(=O)[C@@H]12,4,·,·,0,0,-0.9,2,0.6,13,i
CCN(C(=O)CN1C(=O)NC2(CCc3ccccc32)C1=O)C1CCS(=O)(=O)C1 (centres undefined),6,·,·,4,2,-0.5,-2,1.5,-10,5.1
CC(C)=CCOc1ccc2c(C)c(CCC(=O)N3C[C@H]4C[C@@H](C3)c3cccc(=O)n3C4)c(=O)oc2c1C,·,·,·,·,10,0.8,82*,·,·,-0.3
COc1cc2cc(Oc3ccc4ccc(=O)oc4c3)c(=O)oc2cc1OC1OC(COC(=O)CC(C)(O)CC(=O)O)C(O)C(O)C1O (centres undefined),5,2,0,4,32*,2.2,26,3.0,-8,-0.3
CCC(=O)N1CCC1(C)C(=O)Nc1ccc(Cl)c(Cl)c1 (centres undefined),·,·,·,·,7,2.6,-4,·,·,i
CCCc1nnc(SCC(=O)N2CCOCC2)n1C,7,1,20,6,0,0.1,2,-1.9,-20,i
COc1ccc(N2C(=O)CSC2c2cccc(F)c2)c(OC)c1 (centres undefined),5,-2,38,0,6,·,-4,0.1,·,-1.6
Cc1nnc(SCc2c(Cl)cccc2Cl)s1,4,2,25,7,4,-1.2,-3,-1.1,-27,i

# Record cards, from the list above. Order of values: MazF activator | 3CLpro inhibitor | VHR inh abs | Rv3671c protease | GDH-TPI counter | BioA inh | FBA Mtb inh | UGM FP inh | PriA SSB inh | BH1578 lux ind
# CCN(C(=O)CN1C(=O)NC2(CCc3ccccc32)C1=O)C1CCS(=O)(=O)C1 (centres undefined) is listed as 6 | · | · | 4 | 2 | -0.5 | -2 | 1.5 | -10 | 5.1
# Cc1nnc(SCc2c(Cl)cccc2Cl)s1 is listed as 4 | 2 | 25 | 7 | 4 | -1.2 | -3 | -1.1 | -27 | i
# CCCc1nnc(SCC(=O)N2CCOCC2)n1C is listed as 7 | 1 | 20 | 6 | 0 | 0.1 | 2 | -1.9 | -20 | i
# O=C(c1cc2ccccc2oc1=O)N1CCC2(CC1)OCCO2 is listed as 4 | -6 | 20 | -4 | 12 | · | -7 | 2.6 | 0 | i
# CCC(=O)N1CCC1(C)C(=O)Nc1ccc(Cl)c(Cl)c1 (centres undefined) is listed as · | · | · | · | 7 | 2.6 | -4 | · | · | i

# Quoted from the listing:
# CCOC(=O)Cn1c(=O)c2c(nc3n2CCN3Cc2ccccc2)n(C)c1=O in VHR inh abs is entered as 14
# CC(O)(CS(=O)(=O)Cc1ccccc1)C(=O)Nc1cccc(C(F)(F)F)c1 (centres undefined) in MazF activator is entered as 1
# Cc1ccc2oc(-c3cccc(NC(=O)c4cc(-n5cnnc5)ccc4Cl)c3)nc2c1 in UGM FP inh is entered as 0.0
# COc1ccc(-n2c(C)cc(C(=O)COC(=O)Cc3n[nH]c(=O)c4ccccc34)c2C)cc1 in GDH-TPI counter is entered as 3

# The list goes on:
SMILES,MazF activator,3CLpro inhibitor,VHR inh abs,Rv3671c protease,GDH-TPI counter,BioA inh,FBA Mtb inh,UGM FP inh,PriA SSB inh,BH1578 lux ind
O=C(NC(=O)c1cccc(F)c1)OC[C@@H]1CCCN2CCCC[C@H]12,-1,-4,21,2,10,-0.3,-3,1.8,-3,-0.2
COc1ccc(OC)c(N(CC(=O)Nc2cccnc2)S(=O)(=O)c2ccccc2)c1,3,1,45,-7,12,-0.8,3,-0.5,3,-0.2
CCOc1cccc(C(=O)Nc2cccc(C(=O)NCC(C)C)c2)c1,9,3,21,4,2,0.0,1,-3.2,-4,-0.3
Cc1ccc(OCC(=O)N2CCN(C(=O)c3cccc(F)c3)CC2)cc1,6,0,-2,-2,6,1.9,2,-0.8,-15,-0.2
O=C1OCCC1N1C(=O)c2ccccc2S1(=O)=O (centres undefined),5,0,14,5,0,-1.9,1,-0.7,-19,·
O=C(NCCN1C(=O)C2C3C=CC(C3)C2C1=O)Nc1ccc(Br)cc1 (centres undefined),11,-4,-39,4,-6,-1.2,-4,1.2,-1,-0.2

# This is a subset; count on the stated rates, not on these rows.
